Tb PYK inh: qHTS of Trypanosoma Brucei Inhibitors. TbPYK enzyme, Kinase-Glo Plus ATP luminescence, 45 min. Potency, µM (titrated, usually from 76.8 µM), without a hit: top-dose activity, negative = inhibition, hits mostly inhibitors. pyruvate kinase (Trypanosoma brucei), Q57TT1. 410,000 compounds, 0.12% hits; further: nearly all actives have a fitted effect of over 50% in size
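In this concentration-response screen, enzyme-free wells defined baseline while DMSO plates tracked drift. Each reaction combined TbPYK, substrate, compound and 130 uM ADP for 45 min at room temperature. Kinase-Glo Plus luminescence gave the signal.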
AMA1-RON2 inh: qHTS for Inhibitors of AMA1-RON; Towards Development of Antimalarial Drug Lead: Primary Screen; AID 720542, 2013; AlphaScreen AMA1-biotinylated RON2 peptide binding; Potency, µM (highest dose often 58.2 µM), for inactives: top-dose activity change, negative = inhibition, actives largely listed as inhibitors; 360,000 compounds, 0.2% hits; Plasmodium falciparum AMA1 (3D7) - RON2 peptide interaction;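 further: 0% = vehicle wells and -100% = peptide control; nearly all actives have a fitted effect of over 45% in size; some results filed as inactive show a strong effect at the top dose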
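AMA1 (3D7) with his tag at 25 nM final met compounds first, then biotinylated RON2 peptide at 25 nM; detection used donor plus acceptor beads, 10 µg/mL apiece, read by AlphaScreen after 30 min at room temperature.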
* hit, by the source's call; ? = inconclusive; [ ] = remark or other dose. The call rests on the fitted dose curve; in most records, active means well fitted curve in the direction sought with a large enough effect; inconclusive means small, poorly fitted or top-dose-only effect, or another doubt; inactive means no such curve, though single readings can be large; an effect the other way counts as inactive or inconclusive. Unless noted, on the % scale 0 is the no-effect control and ±100 the full control effect; potency means the concentration at half of the fitted maximal effect.

The line under a structure holds: Tb PYK inh | AMA1-RON2 inh
- Cc1ccc(CSc2nnc(-c3ccccn3)n2Cc2cccs2)cc1
    2% | -1%
- CC1=C(C(=O)Nc2cc(C(=O)NCc3ccccc3)ccc2C)SCCO1
    -8% | 4%
- Cn1c(CCC(=O)Nc2ccc(S(C)(=O)=O)cc2)nc2cc(S(=O)(=O)N3CCOCC3)ccc21
    3% | 6%
- CS(=O)(=O)N1CCCCC1c1cc(C(=O)Nc2cccc3c2CCCC3)no1 (stereo not given)
    5% | 8%
- CCC(C)Sc1ccc([C@@H]2[C@@H]3C(=O)N(CC)C(=O)[C@@H]3[C@]3(C(=O)OC)CCCCN23)cc1OC (stereo not given in full)
    -11% | -6%
- COc1ccc(OC)c(NP2(=O)OCC(C)([N+](=O)[O-])CO2)c1 (stereo not given)
    -8% | -7%
- O=C(O)c1ccc(S(=O)(=O)N2CCCCCCC2)cc1
    -13% | -1%
- CN(C)CCNC(=O)c1[nH]c(C(F)(F)F)nc1-c1ccccc1
    3% | 18%
- C=CCC[C@@H](Cc1ccc(F)cc1)C(=O)OC[C@@H](C)NC(=O)[C@@H](CC=C)CC(=O)N[C@H](CO)Cc1ccccc1
    4% | -2%
- Cc1cccc(C(=O)Nc2ccc(C(=O)c3ccccc3)cc2)c1
    -4% | -16%
- COc1cccc(C(O)c2nc(-c3cc4ccccc4o3)cs2)c1 (stereo not given)
    -1% | -1%
- CCOC(=O)[C@]12CCCC=C1N(Cc1ccco1)C(=O)[C@H](CC(=O)NCc1cccc3ccccc13)C2
    2% | -20%
- O=C(Nc1ncnc2c1ncn2[C@@H]1O[C@H](/C=C/C(=O)N2CCN(c3ccc(F)cc3)CC2)[C@@H](O)[C@H]1O)c1ccccc1
    0% | 15%
- C[C@]12CCC(=O)C=C1CCC1C2CC[C@@]2(C)C1CCC21OCCO1 (stereo not given in full)
    6% | 20%
- CC(O)CNC1c2ccccc2CC1O (stereo not given)
    -3% | -2%
- COc1cccc(C(O)c2nc(-c3cccc(C(=O)O)c3)cs2)c1 (stereo not given)
    -2% | -1%
- OC[C@@H]1CN(Cc2ccco2)C[C@H](n2cnc3c(N4CCOCC4)ncnc32)O1
    2% | -5%
- O=C(NCC1(N2CCCCC2)CCCCC1)c1cccc(S(=O)(=O)Nc2ccccc2Cl)c1
    1% | -5%
- CCc1cccc(CC)c1-n1c(SCC(=O)N2CCCc3ccccc32)nc(O)cc1=O
    -16% | -1%
- COc1ccc(/C=C(\C)C(=O)c2c(C)cc(C)[nH]c2=O)cc1
    -6% | -11%
- COc1ccc(CNC(=O)c2sc(=O)n(Cc3ccc(-c4ccccc4)cc3)c2C)cc1OC
    -11% | -3%
- COc1cc(C(=O)N(C)C2CCCCC2)cc(OC)c1OC
    4% | 15%
- CNc1cncc(-c2ccc(OCCCN(C)C)nc2)n1
    -1% | 5%
- O=C(CSc1ncccn1)Nc1ccc2c(c1)OCO2
    -1% | -8%
- O=C1CN(C(=O)COC(=O)Cc2ccccc2F)c2ccccc2N1
    5% | 29%
- CC1(C)OC(=O)C2=C(C[C@@H](C3CCCCC3)O[C@@H]2c2ccc(F)cc2)O1
    -6% | 16%
- C/C(COc1ccccc1)=N\NC(=O)c1nnn(-c2nonc2N)c1CSc1ccc(C)cc1
    -2% | 124%[activator]
- C[C@H](CO)N1C[C@H](C)[C@@H](CN(C)Cc2ccc(-c3ccccc3)cc2)Oc2c(NC(=O)c3ccncc3)cccc2C1=O
    1% | -23%
- O=C(C[C@H]1C/C=C\CCC(=O)O[C@@H](c2ccccc2)CNC1=O)NCCO
    1% | 4%
- Nc1ccc2c(O)cc(S(=O)(=O)O)cc2c1
    -5% | -25%
- O=C(COC(=O)C1CC(=O)N(Cc2ccco2)C1)Nc1nc(-c2ccc(F)cc2)cs1 (stereo not given)
    1% | 11%
- O=c1n(Cc2ccccc2)c(O)c2n1Cc1ccccc1N=C2c1ccc(C(F)(F)F)cc1
    -5% | -4%
- C/C=C1\NC(=O)[C@H](C)NC(=O)[C@@H](NC(=O)[C@H](Cc2ccc(O)cc2)NC(=O)[C@@H](NC(=O)/C(C)=C/C)C(C)C)[C@@H](C)OC(=O)[C@H](CC(C)C)NC(=O)[C@@H](CCC(=O)O)NC1=O
    4% | 15%
- COc1cccc(C2CCN(C)C2)c1 (stereo not given)
    0% | -5%
- CCc1nc2ccc(C(=O)N3CCN(C(=O)c4ccco4)CC3)cn2c1N(C)C(=O)Nc1ccccc1OC
    0% | 3%
- Cc1cc(C)cc(C(O)c2ncc(-c3ccc(Cl)cc3)[nH]2)c1 (stereo not given)
    -3% | -5%
- CCCCN(C(C)=O)c1ccc(S(=O)(=O)NC2=NCCCCC2)cc1NC(C)=O
    2% | 0%
- C[C@@H]1CN([C@@H](C)CO)C(=O)c2cccc(NS(C)(=O)=O)c2O[C@H]1CN(C)Cc1ccc(C(=O)O)cc1
    4% | 2%
- CC(C)[C@H](NC(=O)c1ccccc1)C(=O)OCC(=O)NCc1ccc2c(c1)OCO2
    0% | -4%
- COc1cccc(OC2(C)CCN(Cc3ccc(-c4ccccn4)cc3)C2)c1 (stereo not given)
    4% | ?
- CC1(C(=O)NS(=O)(=O)c2ccccc2C(F)(F)F)CCN1C(=O)CC1CCCC1 (stereo not given)
    4% | 5%
- O=C(CCCCC(=O)Nc1ccc(F)cc1F)Nc1ccc(F)cc1F
    1% | -5%
- CC(=O)N1CCc2c(sc(NC(=O)c3ccc(S(=O)(=O)N(C)CC4CCCO4)cc3)c2C(N)=O)C1 (stereo not given)
    -2% | -11%
- O=C(COC(=O)c1cc(=O)[nH]c2ccccc12)NC1CCCCC1
    0% | -1%
- COc1ccc(S(=O)(=O)NC(=O)C2(C)CCN2C(=O)Cc2cccc3ccccc23)cc1 (stereo not given)
    -3% | 2%
- CCOC(=O)c1ccc(NC(=O)Nc2nncs2)cc1
    -12% | 3%
- CC(C)(C)OC(=O)NCCCCCNC(=O)c1nc[nH]c1C(=O)N1CCN(c2ccccc2)CC1
    -1% | 47%[activator]
- COC(=O)c1c(C)[nH]c(C(=O)OCC(=O)c2c(N)n(CC(C)C)c(=O)n(C)c2=O)c1C
    3% | -1%
- COC(=O)c1sccc1NC(=O)c1ccccc1Br
    -20% | 36%[activator]
- CCc1nc2ccc(C(=O)N3CCCCC3)cn2c1N(C)CCCc1ccccc1
    0% | -6%
- O=C(CN1C(=O)c2ccccc2S1(=O)=O)Nc1cccc(S(=O)(=O)N2CCOCC2)c1
    -8% | 16%
- COc1ccc(OC)c(NC(=O)C2(C)CCN2Cc2cccc(OC)c2F)c1 (stereo not given)
    2% | ?
- C[C@@H]1COC(=O)[C@@H](Cc2ccc(F)cc2)C/C=C\C[C@@H](CC(=O)NCCO)C(=O)N1
    -6% | 3%
- CCOC(=O)C(C#N)=CN1CCNc2ccccc21
    -5% | -9%
- C=C1C(=O)OC2C=C(CO)CCC=C(CO)CC(OC(=O)C(C)C)C12 (stereo not given)
    -14% | 17%
- Cc1ccc(S(=O)(=O)N2CCN(c3ncnc4scc(-c5ccccc5)c34)CC2)cc1
    1% | 2%[11.6 µM]
- CCOC(=O)[C@]12CCC=C1N(Cc1ccc(Cl)cc1Cl)C(=O)[C@H](CC(=O)NCc1cccc3ccccc13)C2
    0% | -12%
- O=C1NC[C@@H](CCCCN2C[C@H](Cc3ccccc3)N(CC3CCCCC3)C(=O)C2=O)N(CC2CCCCC2)C1=O
    -1% | -2%
- O=C(c1cc(-c2ccccc2Cl)nc2ccc(Br)cc12)N1CCN(c2ccccn2)CC1
    1% | -6%
- CCCC(=O)N1CCCC1(C)C(=O)Nc1ccc2c(c1)CCN2C(C)=O (stereo not given)
    -3% | 12%

(cont.)
The line under a structure holds: Tb PYK inh | AMA1-RON2 inh
- Cc1c(C(=O)OCC(=O)NC(=O)NC2CCCCC2)cccc1[N+](=O)[O-]
    -6% | 4%
- O=C(NCC1=C(c2cccc3ccccc23)C[C@@H]2CC[C@H]1N2Cc1ccco1)c1ccc([N+](=O)[O-])cc1
    0% | ?
- CCc1nc2ccccc2c(C(=O)OCC(=O)N(C)Cc2ccccc2)c1C
    1% | 13%
- COc1c(F)c(F)c(-c2csc(N)n2)c(F)c1F
    8% | -3%
- O=C1[C@H](Cc2ccccc2)NCCCC[C@H](c2ccc(Cl)cc2)N1Cc1ccc(Cl)cc1
    -2% | -12%
- CC(C)c1nc2oc3c(N4CCNCC4)ncnc3c2c2c1CCC2
    4% | -7%
- Cc1cccc(C)c1NC(=O)CNC(=O)c1cnccn1
    1% | 8%
- N#Cc1ccc(C(=O)OCC(=O)N2CCN(C(=O)c3ccco3)CC2)cc1
    14% | -1%
- CC(=O)Nc1cccc(Oc2nc(NCCN(C)C)nc3ccsc23)c1
    -1% | -1%
- O=C(CCNC(=O)N1CC(=O)Nc2ccccc21)NCc1ccccc1
    1% | -6%
- COc1ccc(Cl)cc1-c1cc(C(=O)N[C@H](C)c2ccccc2)[nH]n1
    4% | -1%
- COc1ccc(C(O)c2ncc(-c3ccc4ccccc4c3)[nH]2)cc1 (stereo not given)
    -7% | 2%
- CCOc1ccc(CNC(=O)CN2C(=O)CSc3ccc(S(=O)(=O)N4CCOCC4)cc32)cc1
    4% | -7%
- CC(=O)c1ccc(NC(=O)CSc2nc3nn(-c4ccccc4)c(=O)c-3c3n2CCCCC3)cc1
    -11% | -6%
- CCn1nnc2cc(C(=O)Nc3ccc(C(=O)OC(C)C)cc3)ccc21
    8% | 15%
- CCCC[C@@H]1Cc2[nH][nH]c(=O)c2[C@H](c2cccc3ccccc23)O1
    2% | 99%[activator]
- CC1(C)OC(=O)C2=C(C[C@@H](C3CC3)O[C@H]2CCc2cccc(Cl)c2)O1
    0% | 28%
- Cc1cc(C)c(S(=O)(=O)N(C)CC(=O)N2CCCC2)c(C)c1
    -6% | -7%
- CCCNC(=O)C1(C)CCN(Cc2ccc(-c3ccccn3)cc2)C1 (stereo not given)
    0% | 2%
- O=C(OCC(=O)N1CCN(C(=O)COC(=O)c2ccccc2NCCO)CC1)c1ccccc1NCCO
    -12% | 39%[activator]
- CC(C)(O)C#Cc1ccc(CNC[C@H]2O[C@@H](n3cnc(C(N)=O)n3)[C@H](O)[C@@H]2O)s1
    3% | 8%
- O=S1(=O)N[C@@H](CC2CCCCC2)COc2cc(Br)ccc21
    -1% | 2%
- COc1cccc(S(=O)(=O)N(C)C[C@H]2OCc3cn(nn3)CCCC(=O)N([C@@H](C)CO)C[C@@H]2C)c1
    7% | 3%
- Cc1ccc2cc(F)c(F)c(F)c2n1
    0% | 7%
- O=C(NCC(c1ccco1)N1CCN(c2ccccc2)CC1)C1CCCCC1 (stereo not given)
    2% | -8%
- CC(=O)NC[C@H]1O[C@@H](n2ccc(N)nc2=O)[C@H](O)[C@@H]1O
    13% | 28%
- c1ccc(-c2nc3c4ccccc4ccn3c2CC2CCCCC2)cc1
    9% | 10%
- NC(=O)c1cccc(-c2csc(C(O)c3ccccc3)n2)c1 (stereo not given)
    3% | 6%
- Cc1ccc(C)c(C(O)c2ncc(-c3ccccc3Cl)[nH]2)c1 (stereo not given)
    5% | -19%
- N/C(=N\N=Cc1ccc2c(c1)OCO2)NN=Cc1ccc2c(c1)OCO2
    1% | 23%
- COc1ccc(NC(=O)COC(=O)c2ccc3ccccc3n2)c(OC)c1
    -1% | 8%[11.6 µM]
- NC(=O)C1CCN(C(=O)c2cc(S(=O)(=O)N3CCN(c4ccccc4)CC3)ccc2Cl)CC1
    0% | -5%
- CC(=O)Nc1cccc(NC(=O)C(=O)c2cn(CC(=O)N3CCCC3)c3ccccc23)c1
    -8% | -8%
- CC1(C)CC(=O)C(=Cc2cn(-c3ccccc3)nc2-c2ccccc2)C(=O)C1
    ? | -6%
- CCCCn1nnnc1C(c1cc2ccccc2o1)N1CCN(c2ccccc2F)CC1 (stereo not given)
    -8% | -17%
- ON(CCc1ccncc1)Cc1ccccc1
    10% | 16%
- CCN(CCO)CC1CCCC2CCCCC21 (stereo not given)
    -12% | 3%
- CC(C)NC(=O)C1(C)CCN1C(=O)c1ccccc1F (stereo not given)
    0% | -1%
- C[C@@H]1CN([C@@H](C)CO)C(=O)CCCn2nncc2CO[C@@H]1CN(C)S(=O)(=O)c1cccs1
    -9% | -14%
- Cc1[nH]c2ccc(C(=O)N3CCC(C(N)=O)CC3)cc2c1C
    2% | 5%

Compound profiles, as listed above. Order of values: Tb PYK inh, AMA1-RON2 inh
`COc1ccc(/C=C(\C)C(=O)c2c(C)cc(C)[nH]c2=O)cc1` in the list: -6%, -11%
`C=CCC[C@@H](Cc1ccc(F)cc1)C(=O)OC[C@@H](C)NC(=O)[C@@H](CC=C)CC(=O)N[C@H](CO)Cc1ccccc1` in the list: 4%, -2%
`COc1cccc(C(O)c2nc(-c3cc4ccccc4o3)cs2)c1` (stereo not given) in the list: -1%, -1%
`ON(CCc1ccncc1)Cc1ccccc1` in the list: 10%, 16%
`O=C(OCC(=O)N1CCN(C(=O)COC(=O)c2ccccc2NCCO)CC1)c1ccccc1NCCO` in the list: -12%, 39%[activator]

High-throughput results deposited in PubChem by National Center for Advancing Translational Sciences (NCATS).

Not all compounds are listed; rates above refer to the full screens.
